# Pf growth 96h – P. falciparum growth inhibition at 96 hour, primary screen for plastid delayed-death inhibitors; Potency, µM (series often up to 28.7 µM), inactives show top-dose activity change, negative = inhibition, usual class: inhibitors; AID 504834; P. falciparum luciferase reporter growth, 96 h; hit rate 6.9% among 320,000; note: potency is the fitted concentration of half-maximal effect; % is set by controls: 0 for no effect and ±100 for the full control effect
#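 Cell-based qHTS: luciferase-tagged P. falciparum in erythrocytes (2% hematocrit, 0.05% parasitemia final) incubated with compounds for 96 hours, 37 C, 5% CO2; luciferase detection reagent then added and luminescence measured.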
# Cycloheximide cs – affects cycloheximide protein synthesis inhibition readout, counter-screen | cell reporter, cycloheximide protein synthesis inhibition counterscreen | hit rate 12% among 300,000 | max response, %; in the data active = max response mostly above about 13%, no sharp cut-off; inactive = mostly below about 14%; note: read at 38.3 µM for the half of the compounds with a filed dose; 0% is about no effect
# Pf growth 48h – P. falciparum growth inhibition at 48 hours (one generation) | P. falciparum luciferase growth in erythrocytes, 48 h | Potency, µM (top dose mostly 28.7 µM), for the others: top-dose activity change, negative = inhibition, hits mostly inhibitors | hit rate 5.9% among 310,000; note: potency is the fitted concentration of half-maximal effect; % is set by controls: 0 for no effect and ±100 for the full control effect
#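 Luciferase-expressing parasites in RBCs, 2% Hct / 0.1% parasitemia final; RPMI 1640 + 0.5% Albumax; 37 C, 5% CO2, one generation; luminescence read-out, lower signal = inhibition.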
# Giardia FBPA inh – inhibitors of Giardia lamblia fructose-1,6-bisphosphate aldolase; A8B2U2; purified Giardia FBPA; hit rate 0.71% among 290,000; Potency, µM (highest dose often 59.6 µM), for inactives: at the top dose activity, negative = inhibition, hits mostly inhibitors; AID 2451; note: potency is the fitted concentration of half-maximal effect; % is set by controls: 0 for no effect and ±100 for the full control effect; nearly all actives have a fitted effect of over 55% in size
# Target sequence (A8B2U2 whole entry, looked up): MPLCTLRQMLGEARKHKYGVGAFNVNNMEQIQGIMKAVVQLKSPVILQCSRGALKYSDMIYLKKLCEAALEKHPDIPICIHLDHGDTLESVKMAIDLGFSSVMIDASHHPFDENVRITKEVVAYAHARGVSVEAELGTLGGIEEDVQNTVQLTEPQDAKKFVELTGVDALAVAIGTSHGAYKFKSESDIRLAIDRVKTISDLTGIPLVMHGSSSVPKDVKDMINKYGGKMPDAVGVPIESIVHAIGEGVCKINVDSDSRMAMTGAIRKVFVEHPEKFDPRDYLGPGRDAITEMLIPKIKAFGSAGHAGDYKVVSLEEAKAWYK
#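 40 nM FBPA preincubated 10 min at RT with compound (up to 57.5 uM final), then substrate plus GAPDH/TPI/NAD/arsenate coupling and diaphorase/resazurin added. Fluorescence read after 20 min at RT, 525/598 nm.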
# Sm TGR inh – inhibitors of Schistosoma mansoni thioredoxin glutathione reductase; Q962Y6; purified TGR, DTNB reduction, TNB absorbance 405 nm; Potency, µM (highest dose often 114 µM), for inactives: at the highest dose activity change, negative = inhibition, most hits filed as inhibitors; hit rate 3% among 360,000; note: potency is the fitted concentration of half-maximal effect; % is set by controls: 0 for no effect and ±100 for the full control effect; nearly all actives have a fitted effect of over 60% in size
#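 First, TGR (20 nM dispensed) and NADPH were mixed with compound. Second, a 15 min room-temperature incubation followed. Third, further NADPH and then DTNB were added to start the reaction. Finally, TNB absorbance was monitored kinetically.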
# Shiga inhibitor – Shiga toxin inhibition; Vero cells, Shiga toxin protein synthesis inhibition reporter; inhibition, % at 38.7 µM; hit rate 9.2% among 290,000; AID 2315; in the data active = inhibition mostly above about 28%, no sharp cut-off; inactive = mostly below about 43%; note: 0% is about no effect
# Starred values were filed as active, the others as inactive; u = inconclusive; x = no result given; & = joins results of further samples; [ ] = another dose, or the depositor's remark. Unless noted, calls come from the whole dose curve; as a rule, active = well fitted curve in the direction sought with a large enough effect; inconclusive = small, poorly fitted or top-dose-only effect, or another doubt; inactive = no such curve, though single readings can be large; an effect the other way counts as inactive or inconclusive. Outcome played no part in choosing rows; 24% or so of the library scored in one or more.
SMILES,Pf growth 96h,Cycloheximide cs,Pf growth 48h,Giardia FBPA inh,Sm TGR inh,Shiga inhibitor
CC(C)CNc1nc(Oc2ccc(=O)n(C)n2)nc(N2CCOCC2)n1,69%[activator],1,u,-3%,5%,40
COc1ccc(C(CC(=O)Nc2ncccc2C)N2Cc3ccccc3C2=O)cc1OC (configuration not stated),11%,-3,-27%,6%,-6%&5%,-9
COc1ccc(C2=Nn3c(nnc3-c3cc(OC)ccc3OC)SC2)cc1,x,-5,x,0%,x,-8
CN(Cc1ccco1)C(=O)CN1C(=O)NC(c2ccccc2)(c2ccccc2)C1=O,u,x,u,x,35µM*,x
CCC(C)N(C(=O)CN1C(=O)NC2(CCc3ccccc32)C1=O)C1CCS(=O)(=O)C1 (configuration not stated),20%,x,9%,x,0%,x
Cc1nc2ccccc2c(=O)n1/N=C/c1ccc(OC(F)F)cc1,31%[activator],1,18%,3%,-13%,-5
O=C(CCn1[nH]c(=O)c2ccccc2c1=O)N1CCOCC1,-1%,-3,x,-8%,-14%,-20
CC(C)[C@@H](COc1ccccc1)N1CCN(Cc2ccccc2)CCC1=O,6.6µM*,3,u,10%,-28%,-1
CCC12CN3CCN(CC(C3)/C1=N/NC(N)=O)C2,0%,-7,6%,-5%,3%,-4
Cc1ccc(-c2nnn(CC(=O)N(CCCO)C(C(=O)NC3CCCC3)c3ccc(F)cc3)n2)o1 (configuration not stated),-17%,-5,-2%,2%,-3%,-4
CN1CCN(CC(O)(c2ccc(Cl)cc2)c2ccc(Cl)cc2)CC1,15µM*,-10,9.3µM*,6%,0%,-17
CCOC(=O)c1c(CN(CC)CC)oc2cc(Br)c(O)cc12,u,-2,x,2%,2%,-10
CC(C)CN1CCC(=O)N(CCO)CC1,48%[activator],-2,61%[activator],3%,-1%,-5
COc1ccc(C(=O)Nn2c(SCC(=O)NC3CCCCC3)nc3ccccc3c2=O)cc1,u,16,x,22%,-26%,5
O=C(CN(Cc1ccccc1)C(=O)CCl)c1cccc(Br)c1,u,x,u,x,8.9µM*,x
Cc1cccc(C)c1OCCn1c(CCNC(=O)C2CCCCC2)nc2ccccc21,x,-3,x,x,14%,2
Cc1cnc(NC(=O)CC2OC(=O)c3ccccc32)s1 (configuration not stated),41%[activator],x,67%[activator],x,-2%,x
CC(C)N1C(=O)C(Cc2nc3ccccc3c(=O)n2-c2ccccc2)c2ccccc21 (configuration not stated),9.3µM*,-3,9.3µM*,-2%,2%,-8
CC(C)C(=O)Nc1cccc(-c2csc(-c3ccccc3)n2)c1,u,32*,u,1%,8%,33*
CC(=O)NC(Cc1ccccc1C)C(=O)NC1CCN(C(=O)NCc2ccccc2)CC1 (configuration not stated),-9%,-6,-2%,8%,3%,-6
CC1(C)Cc2cccc(OCC(=O)OCC(=O)c3ccccc3)c2O1,31%[activator],x,-14%,x,-3%,x
CC1CCCC(C)N1C(=O)Nc1cccc(Cl)c1 (configuration not stated),x,9,8%,-2%,23%,18
COc1ccc(C2OCC3(O)C(c4ccc(OC)c(OC)c4)OCC23)cc1OC (configuration not stated),-9%,-3,-10%,3%,u,-8
CC1CC(C)(C)CC2(C1)NC(=O)N(CC(=O)Nc1c(F)cccc1F)C2=O (configuration not stated),-17%,x,-12%,x,-4%,x
COc1ccc2c(c1)CC/C(=C\C=C\c1ccccc1OC)C2=O,u,38*,-11%,u,28µM*,89*
COc1ccc(C2/C=C\CN(C(=O)Nc3ccccc3)CC(=O)N2Cc2ccc(F)cc2)cc1 (configuration not stated),22%,-7,u,2%,9%,-2
COc1ccc(N2CCC(CNC(=S)Nc3c(C)cccc3C)C2)cc1 (configuration not stated),u,-1,12µM*,u,-16%,4
Cc1cccnc1NS(=O)(=O)c1cccc([N+](=O)[O-])c1,3%,-1,1%,1%,1%,-11
COc1ccc(S(=O)(=O)N2CCCCC2)cc1NC(=O)Cc1cccc(C(F)(F)F)c1,0%,x,u,x,-6%,x
COc1nc2c(C)cccc2cc1-c1noc(-c2ccco2)n1,49%,6,38%[activator],5%,-7%,19
C=C1CC2COC(=O)C2(Cc2ccc3ccccc3c2)C1 (configuration not stated),x,-4,x,-1%,x,2
O=C(C1=C[C@@H]2[C@H]3C(=O)N(c4ccccc4)C(=O)[C@H]3[C@@H](C(=O)c3ccc(Cl)cc3)N2C=C1)c1ccccc1,u,10,u,u,14µM*,-26
CCOC(=O)c1c(C)[nH]c(C)c1C(=O)COC(=O)c1cc2ccccc2cc1OC,u,-3,u,-19%,-5%,4
CC(C)(CNC(=O)/C=C/c1ccc(F)cc1)CNC(=O)/C=C/c1ccc(F)cc1,u,15,-20%,-5%,9%,34
CC(C)(C)C1(c2ccccc2)NC(=O)N(CC(=O)N2CCOCC2)C1=O (configuration not stated),x,2,-9%,-1%,7%,-2
CN1CCC(OC(=O)COc2ccccc2)CC1,12µM*,-1,9%,2%,5%,-22
O=C(CN1CCNCC1)Nc1ccc(Oc2ccccc2)cc1,21%,8,-25%,-1%,4%,12
Cc1cc(/C=N/Nc2ccc([N+](=O)[O-])cn2)c(C)n1-c1ccc(C(=O)O)cc1,u,-1,46%[activator],u,35µM*,26
Cc1ccc(C(C(=O)NC2CCCCC2)N(CCC(C)C)C(=O)CNC(=O)c2ccco2)o1 (configuration not stated),u,-3,u,0%,0%,-12
Cc1ccc(-n2c(-c3cc(-c4ccco4)[nH]n3)n[nH]c2=S)c(Br)c1,-13%,2,u,-9%,-31%,-4
CCCn1c(/N=C/c2cc(OC)ccc2O)nc2ccccc21,-29%,-8,3%,-6%,-14%,-21
Cc1cc(C)cc(N(CC(=O)N2CCN(c3ccccc3)CC2)S(=O)(=O)c2c(C)noc2C)c1,26%,-3,x,-1%,3%,7
O=C(Nc1ccc(F)cc1)c1ccc(=O)[nH]n1,38%[activator],-2,8%,3%,-9%,-1
COc1cc2nc(CN3CCN(S(=O)(=O)c4ccc(C)c(C)c4)CC3)[nH]c(=O)c2cc1OC,u,-2,9.3µM*,-7%,-28%,-13
O=C1CC(c2ccc(S(=O)(=O)N3CCN(c4ccccc4)CC3)cc2)CN1 (configuration not stated),x,-2,-4%,6%,2%,-3
COC(=O)C1CCN(CC(=O)Nc2cc(Cl)ccc2OC)CC1,-10%,-3,3%,4%,1%,-2
C=C(C)Cn1c(CCNC(=O)C(C)C)nc2ccccc21,7%,-2,1%,-2%,4%,-5
COc1ccccc1Nc1ccc(S(=O)(=O)N2CCCCC2)cc1[N+](=O)[O-],u,-3,u,3%,-5%,-10
O=C(COc1ccc(Cl)cc1)N1CCN(Cc2ccc3c(c2)OCO3)CC1,5%&0%&7%,-6&10,9%&-19%&-9%,-1%,-12%&-27%,-10&2
Cc1cc(C(=O)CSc2nnc(N)s2)c(C)n1CCc1ccc(F)cc1,u,9,-15%,4%,-23%,36
O=C1c2cccnc2C(=O)N1Cc1ccco1,x,4,0%,-16%,-19%,-8
CC(C)(C)c1ccc(C(=O)N2CCC(C(=O)NCc3ccncc3)CC2)cc1,x,1,-4%,3%,-7%,10
CCOC(=O)C1CCCN(S(=O)(=O)c2ccc(-n3cnnn3)c(C)c2)C1 (configuration not stated),5%,-3,-3%,10%,6%,-3
O=C(CSc1nnc(Cn2c(=O)sc3ccccc32)n1CCc1ccccc1)N1CCOCC1,u,8,9.3µM*,-20%,-8%,13
CCN(CC(=O)NCc1cccs1)C(=O)c1ccc(S(=O)(=O)N(C)C)cc1,1%,0,4%,0%,4%,15
Nc1nc2ccccc2n1/N=C/c1ccc(Br)cc1,10µM*,43*,-77%,-13%,2%,93*
CCOc1nc(C)ccc1-c1noc(C)n1,u,6,8%,0%,-6%,-4
CC(=O)Nc1ccc(-c2csc(Nc3ccc(S(N)(=O)=O)cc3)n2)cc1,-1%,6,u,0%,0%,-7
O=C(Cn1cc(C(F)(F)F)cc(Cl)c1=O)NCC1COc2ccccc2O1 (configuration not stated),26%,x,u,x,-12%,x
COc1cc(F)c(C2=CC(=O)C[C@H](c3ccc4c(c3)OCO4)C2)cc1F,14%,x,-6%,x,-2%,x
# Going on with the list.
SMILES,Pf growth 96h,Cycloheximide cs,Pf growth 48h,Giardia FBPA inh,Sm TGR inh,Shiga inhibitor
CC(C)(C)c1ccc(OCc2nc(-c3ccccn3)no2)c(Br)c1,1%,84*,21%,1%,0%,96*
O=C(Nc1ccccn1)C1(c2ccccc2)CCCC1,x,4,-17%,-3%,6%,18
O=C(CN(Cc1ccccc1)S(=O)(=O)c1ccc(F)cc1)NCc1cccnc1,12%,2,u,-15%,-1%,-13
CCOC(=O)C(Sc1cc(C)nc(N)n1)C(C)=O (configuration not stated),2%,1,x,-14%,-20%,18
O=c1oc2ccccc2c(NC2CCCCC2)c1NS(=O)(=O)c1ccc(F)cc1,u,5,-4%,x,-9%,-3
CCN1C(=O)[C@H]2[C@@H](c3ccc(-c4ccc(OC)cc4)cc3)N[C@@](Cc3ccccc3)(C(=O)OC)[C@H]2C1=O,u,x,9.3µM*,x,u,x
COc1ccc(C(=O)NCCCCCC(=O)O)cc1OC,x,-1,11%,6%,-1%,10
O=C(CCC(=O)N1CCN(Cc2ccccc2)CC1)Nc1nnc(C2CCCCC2)s1,u,10,-30%,x,-16%,-4

# Molecules listed so far with four or more nitrogen atoms, in the order listed:
SMILES,Pf growth 96h,Cycloheximide cs,Pf growth 48h,Giardia FBPA inh,Sm TGR inh,Shiga inhibitor
CC(C)CNc1nc(Oc2ccc(=O)n(C)n2)nc(N2CCOCC2)n1,69%[activator],1,u,-3%,5%,40
COc1ccc(C2=Nn3c(nnc3-c3cc(OC)ccc3OC)SC2)cc1,x,-5,x,0%,x,-8
CCC12CN3CCN(CC(C3)/C1=N/NC(N)=O)C2,0%,-7,6%,-5%,3%,-4
Cc1ccc(-c2nnn(CC(=O)N(CCCO)C(C(=O)NC3CCCC3)c3ccc(F)cc3)n2)o1 (configuration not stated),-17%,-5,-2%,2%,-3%,-4
COc1ccc(C(=O)Nn2c(SCC(=O)NC3CCCCC3)nc3ccccc3c2=O)cc1,u,16,x,22%,-26%,5
CC(=O)NC(Cc1ccccc1C)C(=O)NC1CCN(C(=O)NCc2ccccc2)CC1 (configuration not stated),-9%,-6,-2%,8%,3%,-6
Cc1cc(/C=N/Nc2ccc([N+](=O)[O-])cn2)c(C)n1-c1ccc(C(=O)O)cc1,u,-1,46%[activator],u,35µM*,26
Cc1ccc(-n2c(-c3cc(-c4ccco4)[nH]n3)n[nH]c2=S)c(Br)c1,-13%,2,u,-9%,-31%,-4
Cc1cc(C)cc(N(CC(=O)N2CCN(c3ccccc3)CC2)S(=O)(=O)c2c(C)noc2C)c1,26%,-3,x,-1%,3%,7
COc1cc2nc(CN3CCN(S(=O)(=O)c4ccc(C)c(C)c4)CC3)[nH]c(=O)c2cc1OC,u,-2,9.3µM*,-7%,-28%,-13
Cc1cc(C(=O)CSc2nnc(N)s2)c(C)n1CCc1ccc(F)cc1,u,9,-15%,4%,-23%,36
CCOC(=O)C1CCCN(S(=O)(=O)c2ccc(-n3cnnn3)c(C)c2)C1 (configuration not stated),5%,-3,-3%,10%,6%,-3
O=C(CSc1nnc(Cn2c(=O)sc3ccccc32)n1CCc1ccccc1)N1CCOCC1,u,8,9.3µM*,-20%,-8%,13
Nc1nc2ccccc2n1/N=C/c1ccc(Br)cc1,10µM*,43*,-77%,-13%,2%,93*
CC(=O)Nc1ccc(-c2csc(Nc3ccc(S(N)(=O)=O)cc3)n2)cc1,-1%,6,u,0%,0%,-7
O=C(CCC(=O)N1CCN(Cc2ccccc2)CC1)Nc1nnc(C2CCCCC2)s1,u,10,-30%,x,-16%,-4
